Screening data from PubChem.
PrPC surface inh – cell surface PrPC inhibition, primary TR-FRET screen; P04156; TR-FRET read-out; inhibition, % at 13.8 µM; hit rate 0.43% among 370,000; AID 720596; in the data active means inhibition above about 24%; further: 0% = median of the test wells and 100% = reference compound wells
Yp Topo-I inh – blocks Yersinia pestis topoisomerase I activity. Y. pestis Topo-I cleavage product accumulation, plate reader. activity, % at 10 µM. hit rate 0.064% among 360,000; in the data active means activity above about 50%, passing the limit was not always enough; inconclusive means no clear call, values can overlap the other calls; further: inactives centre near 2
BoNT A protease – BoNT A light chain protease inhibition; hit rate 0.17% among 360,000; inhibition, % at 10 µM; multiplex microsphere protease substrate cleavage, flow cytometry; further: plate controls were buffer without enzyme for full effect and enzyme alone for no effect
PfHsp40 yeast – compounds rescuing yeast from Plasmodium falciparum HSP40 toxicity. AID 504582. S. cerevisiae expressing PfHsp40, growth rescue, ATP luminescence. growth rescue, % at 12.5 µM. hit rate 0.68% among 340,000; in the data active means growth rescue above about 28%, passing the limit was not always enough; inconclusive means no clear call, values can overlap the other calls;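 further: yeast W303a lacking pdr1 and pdr3 grown in galactose medium; growth measured after three days at 30 °C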
PriA SSB inh – K. pneumoniae PriA-SSBct interaction inhibition | AlphaScreen SSBct-PriA binding, biotinylated peptide | inhibition, % at 33 µM | hit rate 0.6% among 430,000 | AID 1272365; in the data active means inhibition mostly above about 37%, no sharp cut-off; inactive means mostly below about 20%;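 further: plate controls were negative control peptide for no effect and reference peptide for full effect; strong numbers were not always called active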
Vc quorum ag – induces V. cholerae light production without autoinducers; V. cholerae BH1578 lux reporter, luminescence, 6 h; hit rate 0.16% among 350,000; activation, % at 18.7 µM; in the data active means activation mostly above about 9.7%, no sharp cut-off; inconclusive means no clear call, values can overlap the other calls; inactive means mostly below about 3.7%; further: not every result past the cut was called active; inactives centre near 0; reference of the scale not given here
Anthrax LF prot – anthrax lethal factor protease inhibition; P15917; multiplex microsphere protease cleavage assay, LF; inhibition, % at 10 µM; hit rate 0.12% among 360,000; AID 588501; further: plate controls were buffer without enzyme for full effect and enzyme alone for no effect
3CLpro inhibitor – SARS-CoV 3CLpro protease inhibition; hit rate 0.14% among 290,000; recombinant SARS-CoV 3CLpro, quenched FRET peptide cleavage; inhibition, % at 6 µM; AID 1706; P0C6X7; in the data active means inhibition above about 12%
TcdB inh – blocks C. difficile toxin B glycohydrolase activity; AID 652162; hit rate 0.24% among 350,000; inhibition, % at 9.99 µM; TcdB glycohydrolase enzymatic assay, plate reader; in the data active means inhibition above about 10%
The depositor's hits bear a star; i = inactive; ? = inconclusive; / = not tested or not shown; & = joins results of further samples. Unless noted, no stated cut-off is given here; in the data, active means inhibition above about 30%; inconclusive means no clear call, values can overlap the other calls; inactive means below that.

Structure	TcdB inh	Yp Topo-I inh	PrPC surface inh	PriA SSB inh	Vc quorum ag	BoNT A protease	PfHsp40 yeast	3CLpro inhibitor	Anthrax LF prot
Cc1ccccc1C1CCCN(Cc2nc(C3CC3)no2)C1 (stereo unspecified)	-0.4	0	-1	-16	-0.1	-0.3	0.3	-1	0
Cc1ccc(NS(=O)(=O)c2ccc(C(=O)NCC3CCCO3)cc2)cc1 (stereo unspecified)	0.2	2	8	-10	2.8	1.3	-0.2	2	-5
O=C(Nc1ccc2c(c1)nc1n2CCOC1)C1CCCCC1	/	-2	1	-20	i	0.9	-1.2	0	-2
O=C(CN1C(=O)CSc2ccc(S(=O)(=O)N3CCOCC3)cc21)NCCCN1CCOCC1	0.2	4	-6	-6	i	-0.3	-0.5	-1	2
O=C(NNc1cc(Cl)ccc1Cl)c1cccnc1Cl	-0.9	-4	-2	0	i	-0.1	0.0	1	1
O=C(CSc1nnc(-c2ccc(F)cc2)o1)N1CCN(C(=O)c2ccco2)CC1	/	-7	-1	-8	i	-1.1	-0.3	-2	-5
O=C(NCc1ccc(N2CCCC2=O)cc1)Nc1cccc(Cl)c1	0.6	-2	8	-4	i	0.3	0.3	4	-4
O=C(CSc1nc2c(cnn2-c2ccccc2)c(=O)[nH]1)NC1CCS(=O)(=O)C1 (stereo unspecified)	2.1	5	-4	11	-0.2	-0.4	12	-4	2
CC(C)Oc1cc(C(=O)NC2CCCCC2)c2ccccc2n1	-0.1	25	-1	-9	-0.5	4.1	0.9	-1	-1
C=CCNC(=O)C(C(=O)OCC)C1CCCCC1 (stereo unspecified)	/	-7	7	-9	-0.3	1.4	-0.1	3	0
Cc1sc(-n2c(C)ccc2C)c(C#N)c1C	/	4	-2	5	i	-1.8	-1.0	-1	-5
COc1cc(C(=O)Nc2ccc(Br)cc2C(=O)c2ccccc2Cl)cc(OC)c1OC	1.2	8	-4	-12	-0.4	0.3	-1.0	2	0
CCCCCCCC(=O)N1CCN(c2cc3c(cc2F)c(=O)c(C(=O)O)cn3CC)CC1	-0.5	4	5	7	-0.6	3.3	0.2	2	8
O=c1oc2ccccc2c(Nc2cccc3cccnc23)c1[N+](=O)[O-]	0.9	-9	3	-1	0.4	0.8	-1.5	9	-3
O=C(COc1ccccc1Cl)Nc1ccccc1C(=O)N1CCCCC1	1.3	11	1	-11	0.4	-0.5	-1.2	-1	1
O=C(COC(=O)c1ccccc1)NCc1cccs1	1.3	0	5	2	-0.3	0.2	-0.3	4	2
CCN1C(=O)[C@H]2[C@@H](c3ccc(-c4ccc5c(c4)OCO5)cc3)N3CCC[C@@]3(C(=O)OC)[C@H]2C1=O	0.7	-4	8	-13	-0.4	-0.4	0.5	/	2
C=CCn1c(SCC(=O)Nc2cc(Cl)ccc2C(=O)O)nc2sc(C)c(C)c2c1=O	2.1	-10	0	-15	i	0.6	-0.1	/	3
Cc1ccc(-c2nc3c4ccccc4ccn3c2Cc2ccsc2)cc1	2.0	/	-2	/	/	1.4	/	/	5
COc1ccc(-n2nnc3c(=O)n(CC(=O)N4CCC(C)CC4)cnc32)cc1	1.4	4	-2	-21	-0.2	-1.2	-2.4	-5	-6

Continued.
Structure	TcdB inh	Yp Topo-I inh	PrPC surface inh	PriA SSB inh	Vc quorum ag	BoNT A protease	PfHsp40 yeast	3CLpro inhibitor	Anthrax LF prot
COc1ccccc1N(C)S(=O)(=O)c1ccc(C(=O)NCc2ccc3c(c2)OCO3)cc1	0.0	25	-7	0	i	0.1	0.4	2	-6
COc1ccc2nc(C)cc(Nc3cccc(C(=O)O)c3)c2c1	1.4	2	6	8	-0.6	0.6	0.1	2	0
CC1C(=O)N(Cc2cn(CCC3OCCO3)nn2)CCS(=O)(=O)N1Cc1ccc(-c2ccncc2)cc1 (stereo unspecified)	0.6	-1	-1	/	-0.2	0.1	/	/	4
O=C(CN1CCN(Cc2ccccc2Cl)CC1)N/N=C/C=C/c1ccco1	0.2	7	6	i	i	/	/	1	/
Cc1ccc(C(=O)C=Cc2cccc(C)c2)cc1	1.7	34	-6	-9	i	0.1	2.4	/	-1
COC(=O)c1ccc(N/C=C/C(=O)c2ccc(OC)c(OC)c2)cc1	/	1	5	4	2.9	2.8	-1.1	2	1
CNC(=S)N1CCN(c2c(F)cc3c(=O)c(C(=O)O)cn(C4CC4)c3c2OC)CC1C (stereo unspecified)	/	1	-2	-2	-0.5	-0.2	6.2	3	-6
CCN1CCN(c2nc3c(C)cccn3c(=O)c2/C=C(\C#N)C(=O)NCCOC)CC1	-3.6	0	-3	-5	-0.5	-1.8	-1.9	4	-9
CC(C)N1C(=O)c2ccccc2C1C(=O)NCCc1ccccc1 (stereo unspecified)	1.6	-5	-6	-11	i	-3.0	-1.0	0	-3
CCOc1ccc(CCNC(=O)c2cccc3c2C(=O)N(CCOC)C3)cc1OCC	-0.3	12	9	11	i	-1.8	1.6	2	-12
O=S(=O)(c1ccccc1)N1CCN(c2ncnc3scc(-c4ccccc4)c23)CC1	1.1	33	-1	-11	-0.4	?	1.5	-3	?
CCc1ccccc1NC(=O)c1ccc(F)c(S(=O)(=O)N2CCC(C(N)=O)CC2)c1	/	-5	6	-1	-0.9	-0.9	1.1	1	-4
CCOc1ccc(Cn2nnc(C(=O)NCCc3ccccc3)c2N)cc1	-0.2	8	0	-2	-0.2	-0.3	-0.6	-2	-1
CC(=O)OC1CCC2(C)C(CCC3C4CC(N5CC5)C(C(C)=O)C4(C)CC(=O)C32)C1 (stereo unspecified)	3.5	6	3	-11	i	0.4	-1.7	/	-4
Cc1cc(CN2CCCC(C(=O)Nc3ccc(-c4nc5ccccc5[nH]4)cc3)C2)n[nH]1 (stereo unspecified)	3.1	-22	3	11	-0.2	-0.5	0.8	-2	-2
Cc1nnc(N2CCOCC2)c2ccccc12	/	-6	-7	-15	i	0.2	0.4	0	-1
NC(=O)c1ccc(N2CCCCCC2)c([N+](=O)[O-])c1	2.1	1	-11	0	-0.1	0.0	0.6	-3	1
COCCn1nnnc1C(c1cc2ccc(C)cc2[nH]c1=O)N(Cc1ccco1)Cc1cccs1 (stereo unspecified)	/	4	-5	4	i	0.0	0.2	2	2
O=C1OCc2nc3cc4c(cc3c(-c3ccc(F)cc3)c21)OCO4	-7.5	-5	9	-10	-0.6	-1.4	-1.9	3	12
CCN(C(=O)CSc1nnc2ccccn12)c1c(N)n(Cc2ccccc2)c(=O)[nH]c1=O	0.6	3	3	-4	-0.1	-0.9	-1.3	4	0

(list continues)
Structure	TcdB inh	Yp Topo-I inh	PrPC surface inh	PriA SSB inh	Vc quorum ag	BoNT A protease	PfHsp40 yeast	3CLpro inhibitor	Anthrax LF prot
CN(C(=O)CSc1nc2ccccc2c(=O)n1-c1ccc(F)cc1F)C1CCS(=O)(=O)C1 (stereo unspecified)	0.2	2	5	-3	-1.2	-0.5	0.1	/	-2
CCCCNC(=O)/C(=C/c1ccccc1)NC(C)=O	-8.4	-1	0	-10	i	-1.8	-0.7	-4	1
O=C(CSc1nc2ccccc2n1CC(=O)N1CCCC1)NCc1ccc2c(c1)OCO2	/	-10	3	3	-5.0	-0.2	0.6	0	-3
COc1ccccc1C(=O)Nc1ccc2[nH]ncc2c1	0.9	1	3	5	-0.2	6.0	-0.3	8	-8
Cn1c(COc2ccccc2Br)nc2ccccc21	0.7	16	-2	-16	i	-2.1	3.5	-1	21
COc1cc(OC)cc(C(=O)Nc2nc(-c3ccccc3)c(-c3ccccc3)o2)c1	-0.7	4	-3	6	-0.5	-0.5	0.7	9	-3
COc1ccc(CN(C(=O)c2cccs2)c2ccccc2C(=O)O)cc1	-0.8	1	-4	-10	-0.5	-0.6	-1.4	2	7
Cc1cccc(NC(=O)CNC(=O)COC(=O)c2ccco2)c1C	1.3	-10	1	-2	i	-0.1	0.0	/	-7
O=C(NC1CCCCC1)c1cc(Cl)ccc1[N+](=O)[O-]	/	3	-13	-22	-1.6	-0.5	-1.8	2	0
CC(=O)N1C[C@H]2CON(C)[C@H]2C[C@H]1c1ccccc1Br	1.5	1	3	-4	2.8	-0.2	-1.4	/	4
CCOC(=O)c1c(-c2ccc(C)cc2)csc1NC(=O)C1CCCO1 (stereo unspecified)	/	-3	3	-13	-0.4	-1.4	0.8	0	-2
CCN1CCN(C(c2ccccc2)c2sc3nc(C)nn3c2O)CC1 (stereo unspecified)	0.6	3	-11	-1	i	-0.8	-0.5	/	-12
Nn1c(=S)[nH]nc(Cc2ccc(O)cc2)c1=O	2.2	-2	-1	-4	3.7	0.1	?	-1	0
O=C(COc1ccccc1)NC(=S)Nc1cccc2c(O)cccc12	0.9	-8	-1	/	-2.9	-0.3	/	/	-5
O=C(COC(=O)c1ccccc1SCC(=O)NC1CCS(=O)(=O)C1)NC1CCS(=O)(=O)C1 (stereo unspecified)	0.8	-2	4	-6	-1.3	0.2	0.8	6	2
COC(=O)CCCCCCCCC(O)CN(C)C (stereo unspecified)	1.5	-3	-1	2	0.0	-0.3	-0.2	1	-2
CCOc1ccc(NS(=O)(=O)c2ccc(OCC(=O)NCCCOC)cc2)cc1	/	0	2	-2	-0.4	-0.1	0.2	-10	-1
O=C(CSCc1ccccc1)NC1CCSC1=O (stereo unspecified)	/	-9	2	-15	-0.2	-1.5	0.6	0	-1
O=C1c2ccccc2C(=O)N1Cc1nc2ccccc2o1	/	3	2	-4	i	0.4	0.4	2	2
COc1ccc(CN2CCC(=O)N([C@H](CO)c3ccccc3)CC2)cc1OC	1.0	-3	0	-5	1.2	-0.2	4.4	-2	-3

Shown as labelled records: part of the list above
CCOc1ccc(NS(=O)(=O)c2ccc(OCC(=O)NCCCOC)cc2)cc1
  TcdB inh = /; Yp Topo-I inh = 0; PrPC surface inh = 2; PriA SSB inh = -2; Vc quorum ag = -0.4; BoNT A protease = -0.1; PfHsp40 yeast = 0.2; 3CLpro inhibitor = -10; Anthrax LF prot = -1

COC(=O)CCCCCCCCC(O)CN(C)C (stereo unspecified)
  TcdB inh = 1.5; Yp Topo-I inh = -3; PrPC surface inh = -1; PriA SSB inh = 2; Vc quorum ag = 0.0; BoNT A protease = -0.3; PfHsp40 yeast = -0.2; 3CLpro inhibitor = 1; Anthrax LF prot = -2

Further compounds.
Structure	TcdB inh	Yp Topo-I inh	PrPC surface inh	PriA SSB inh	Vc quorum ag	BoNT A protease	PfHsp40 yeast	3CLpro inhibitor	Anthrax LF prot
COc1ccccc1N1CCN(C(c2ccc(C)cc2)c2nnnn2C(C)C)CC1 (stereo unspecified)	/	26	4	-8	-0.4	-0.2	-0.9	5	-4
COc1ccccc1OCC(=O)Nc1ccc2c(c1)n(C)c(=O)n2C	-4.4	0	-2	-8	i	-0.3	0.0	-5	4
CC(SC(=S)N1CCCC1)C(=O)O (stereo unspecified)	1.5	13	2	-7	-0.2	0.3	-1.8	2	-1
Cc1ccc(S(=O)(=O)N2CCCCC2)cc1NC(=O)CCN1C(=O)C2CC=CCC2C1=O (stereo unspecified)	0.9	-5	10	-12	i	-2.6	-0.6	/	-6
Cc1ccc(CSc2nc3ccncc3[nH]2)cc1	1.7	-10	1	-7	-1.1	0.0	-2.7	3	-1
COc1ccc(S(N)(=O)=O)cc1C(=O)NCC1(N2CCCCC2)CCCCC1	/	-1	-9	-15	-2.1	-0.2	0.7	0	0
Cc1ccc(-n2c(O)c(C=NCCC3=CCCCC3)c(=O)[nH]c2=O)cc1	-0.6	18	21	-20	-0.2	1.0	-0.9	0	0
CN(CC1CCCO1)S(=O)(=O)c1ccc(C(=O)Nc2ccccc2F)cc1 (stereo unspecified)	0.4	4	-5	1&-2	i	-2.9	-0.1	0	-2
CCOC(=O)C1CCN(Cc2ccc(F)cc2F)CC1	-0.7	4	-2	-13	-0.1	-2.0	-0.6	2	0
COc1cc(NC(=O)c2cccs2)ccc1NC(=O)c1ccco1	/	0	-8	-9	i	0.4	1.1	-2	-2
COc1cc(NC(=O)c2cc(-c3ccc(F)cc3OC(C)C)n[nH]2)cc(OC)c1OC	0.2	-10	-3	/	i	0.4	/	/	3

Some of the compounds tested; the hit share may differ from the screen's.
